# Screens from PubChem BioAssay.
# CHOP inh: inhibitors of CHOP induction in ER stress response; AID 2732; CHO-K1 CHOP-promoter luciferase, tunicamycin-induced, 15-18 h; inhibition, % at 10 µM; actives 3.8% (n = 220,000);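 active = compounds that reduced the stress-induced luciferase reporter signal by more than about 70% of percent inhibition, limit read from the data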;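 note: 0% = tunicamycin plus vehicle and 100% = wells without tunicamycin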
# NPY-Y1 antag: blocks the human neuropeptide Y Y1 receptor; P25929; inhibition, % at 3.6 µM; actives 1% (n = 200,000); HEK293-CNG Y1 cells, membrane potential fluorescence; NPY at EC95, then isoproterenol;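 active = inhibition above the campaign mean inhibition of all tested compounds plus 3 SD, cut at about 20% in these data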;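 note: 0% = DMSO wells given NPY plus isoproterenol and 100% = isoproterenol alone without NPY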
#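 Material: Y1- and CNG-channel-expressing HEK293 cells / Probe or stimulus: NPY 25 nM then isoproterenol 1 µM plus Ro 20-1724 25 µM / Doses: 3.6 µM single dose, DMSO 0.4% / Schedule: compound incubation 1 h at room temperature, readout 45 min post-stimulation / Signal: membrane potential fluorescence / Benchmarks: isoproterenol-only wells as full block versus NPY-plus-isoproterenol wells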
# NPY2 pot ag: human NPY-Y2 potentiation or agonism, primary screen; actives 0.45% (n = 220,000); activation, % at 3.6 µM; cells expressing NPY-Y2, potentiator/agonist read-out; P49146; in the data active = activation above about 27%;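 note: cells stimulated with NPY near EC25 plus isoproterenol at EC100; 0% = vehicle plus submaximal agonist and 100% = vehicle plus saturating agonist; some results beyond the cut were filed as inactive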
# Target sequence (P49146 whole entry, looked up): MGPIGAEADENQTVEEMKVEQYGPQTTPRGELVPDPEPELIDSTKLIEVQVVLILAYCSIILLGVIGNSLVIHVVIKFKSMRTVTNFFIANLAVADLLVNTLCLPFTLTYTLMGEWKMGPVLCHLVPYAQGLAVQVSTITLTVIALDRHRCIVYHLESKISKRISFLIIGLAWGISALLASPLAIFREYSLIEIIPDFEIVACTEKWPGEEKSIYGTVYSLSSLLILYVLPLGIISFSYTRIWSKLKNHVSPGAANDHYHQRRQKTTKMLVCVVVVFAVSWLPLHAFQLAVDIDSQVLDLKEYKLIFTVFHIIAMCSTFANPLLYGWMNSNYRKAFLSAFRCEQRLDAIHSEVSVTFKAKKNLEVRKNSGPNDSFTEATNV
# NPY1 pot ag: human NPY-Y1 potentiation or agonism, primary screen. P25929. NPY-Y1 expressing cells, potentiator/agonist activation. activation, % at 3.6 µM. actives 0.37% (n = 220,000). AID 1304; in the data active = activation above about 33%, passing the limit was not always enough;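 note: cells stimulated with NPY at EC10 then isoproterenol at EC100; 0% = low agonist plus stimulus and 100% = saturating agonist plus stimulus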
# zfTRPN1 agonist: activates the zebrafish TRPN1 channel; HEK293 zebrafish TRPN1-YFP, Fluo-8 calcium fluorescence; 100% = response to 87 µM carbachol; activation, % at 3 µM; actives 0.18% (n = 220,000); AID 1424;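 active = activation above its plate's cutoff, the mean activation of test wells on that plate plus 3 SD, cut at about 19% in these data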;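 note: 0% = DMSO alone and 100% = 87 µM carbachol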
#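 Control set: carbachol 87 µM as high control, DMSO as low control; system: HEK293 stable line with zebrafish TRPN1-YFP; read-out: % activation versus carbachol response; detection: intracellular calcium fluorescence with Fluo-8; doses: single test compound dose, 3 µM nominal, 0.3% DMSO; schedule: dye 1 h 37 °C plus 30 min RT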
# S1P4 agonist: activates the human S1P4 receptor | S1P4-expressing cell line, agonist reporter assay | activation, % at 4.98 µM | actives 0.35% (n = 220,000) | AID 1509; in the data active = activation above about 11%;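 note: 0% = DMSO vehicle and 100% = reference agonist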
# TRPML3 ag: activates the human TRPML3 channel; activation, % at 3 µM; Q8TDD5; actives 0.29% (n = 220,000); HEK293 TRPML3-YFP, Fluo-8 calcium fluorescence; 100% = the carbachol control signal;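 active = activation above its plate's cutoff, the mean activation of the plate's test wells plus 3 SD, cut at about 12% in these data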;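 note: 0% = DMSO only wells and 100% = carbachol wells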
#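 system = HEK293 cells stably carrying human TRPML3-YFP | doses = one concentration, 3 µM nominal, 0.3% DMSO | timing = dye loading 1 h 37 °C then 30 min ambient, 125 s read | detection = Fluo-8 calcium dye fluorescence, ex 470-495, em 515-575 nm | benchmarks = high control carbachol 87 µM, low control DMSO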
# S1P4 antag: antagonists of human S1P4 receptor; S1P4-expressing cells, antagonist mode, reporter read-out; inhibition, % at 4.98 µM; actives 0.26% (n = 220,000); AID 1510; in the data active = inhibition above about 29%;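 note: 0% = wells stimulated with agonist and 100% = vehicle wells without agonist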
# EP2 modulator: modulates human prostaglandin E2 receptor EP2 signaling; induction, % at 25 µM; EP2-expressing cells, cAMP HTRF FRET, PGE2 co-stimulation; actives 0.83% (n = 260,000);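 active = compounds whose cAMP rise, as percent of the full-agonist control response, exceeds 60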;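 note: rat C6 glioma line stably carrying human EP2 under a CMV promoter; the protocol text gives 20 µM as final concentration; 100% = response of wells given 1 µM PGE2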
# Target sequence (P43116 whole entry, looked up): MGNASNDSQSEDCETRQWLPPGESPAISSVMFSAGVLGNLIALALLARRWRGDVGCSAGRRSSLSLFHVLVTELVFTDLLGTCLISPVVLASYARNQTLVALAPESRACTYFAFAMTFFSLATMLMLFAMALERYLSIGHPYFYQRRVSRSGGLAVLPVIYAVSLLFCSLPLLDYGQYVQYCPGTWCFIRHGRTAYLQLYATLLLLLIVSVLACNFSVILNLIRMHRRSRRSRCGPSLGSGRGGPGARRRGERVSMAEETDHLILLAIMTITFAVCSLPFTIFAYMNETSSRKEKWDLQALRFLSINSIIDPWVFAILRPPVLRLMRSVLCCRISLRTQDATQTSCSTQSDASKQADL
# * marks the source's active call; other numbers are inactive results; nt = no result given; & = joins results of further samples.
SMILES,CHOP inh,NPY-Y1 antag,NPY2 pot ag,NPY1 pot ag,zfTRPN1 agonist,S1P4 agonist,TRPML3 ag,S1P4 antag,EP2 modulator
O=C(O)CCc1ccc(-c2cccs2)n1NC(=O)c1ccccc1Br,-23.0,2.4,-4.1,-20.4,0.6,-2.2,-0.3,-17.6,28.0
Cc1cccc(C(=O)NC2CCN(C(=S)NCc3ccco3)CC2)c1,18.3,-3.0,-4.3,4.2,1.1,-0.6,0.3,-8.0,-13.8&7.9
COCCCN1CN(S(=O)(=O)c2cccs2)c2nc3ccccc3nc21,15.2,nt,17.7,12.4,0.5,0.3,1.0,-6.3,4.0
CN(c1ccc(C(=O)N2CCc3ccccc3C2)cc1)S(C)(=O)=O,-18.9,5.1,-1.8,-7.4,1.4,1.7,0.9,-9.2,-7.1
Cn1c2c(c(=O)n(C)c1=O)[C@@]1(C(=O)Nc3ccccc31)C(C#N)=C(N)O2,6.7,-2.4,-5.2,-27.8,1.6,-0.6,0.5,8.9,9.2
Cc1onc(-c2ccccc2)c1C(=O)Nc1nnc(-c2ccncc2)s1,-1.0,2.4,11.7,6.3,1.4,-2.6,0.4,51.4*,18.8
CN(C)c1ccc(/C=C(\C#N)c2ccccc2)cc1,-13.6,nt,-12.5,-17.8,-2.3,2.2,-0.8,5.1,28.4
O=C(N1CCOCC1)N1CCC(n2nnc3cc(F)ccc32)CC1,4.8,4.0,14.7,-33.4,-0.6,-1.5,1.0,-4.4,18.7&-4.7
O=C(c1cc(-c2ccc3c(c2)OCO3)on1)N1CCN(c2ccc(F)cc2)CC1,25.0,-0.7,2.7,-24.7,-0.7,0.6,1.1,-12.5,-52.5
CSC1=NCCN1C(=O)c1ccc(S(=O)(=O)N2CCOCC2)cc1,42.0,2.6,5.7,1.5,0.6,3.4,0.5,0.3,30.3
O=C(O)CCCC(=O)Nc1ccccc1C(=O)N1CCCC1,-1.4,8.6,-1.1,-12.1,0.0,-0.2,1.0,-20.1,18.7
COc1ccc(/C=C2\CCCC3C2=NN(C(=O)c2scnc2C)C3c2ccc(OC)c(OC)c2)cc1OC (stereo not drawn),15.1,9.2,-11.2,-41.5,1.6,-1.9,1.1,6.5,37.1
Nn1c(SCC(=O)Nc2ccc3c(c2)OCO3)nnc1-c1ccncc1,-1.5,-5.4,-0.9,23.7,1.4,3.9,0.6,-9.3,29.1
Cc1ccc(S(=O)(=O)N2CCC(=O)N(C(COCc3cccc(C(F)(F)F)c3)C(C)C)CC2)cc1 (stereo not drawn),24.1,6.8,16.3,9.3,-1.1,-0.9,11.3,-1.6,45.5
COc1cccc(C(C(=O)NC2CCCC2)N(CC2CCCO2)C(=O)Cc2cccs2)c1 (stereo not drawn),-0.6,25.6*,-9.8,11.8,1.1,1.4,1.0,-13.0,21.9
COc1ccc(-n2c(=O)c3c(C)c(C)sc3n(Cc3ccc(F)cc3)c2=O)c(OC)c1,-8.5,4.1,7.0,10.2,1.1,0.3,0.9,0.7,43.6
CCOC(=O)N1CCC(N2CC34C=CC(O3)C(C(=O)Nc3ccc(C(C)C)cc3)C4C2=O)CC1 (stereo not drawn),-8.1,2.9,0.2,-6.5,-0.1,2.5,0.2,-20.3,8.0
O=C(COc1ccccc1)Nc1ccc(NC(=O)c2ccco2)cc1,-8.4,-4.2,-0.7,0.9,3.9,-1.0,0.6,-1.1,-51.1
CN1CCC(=NNC(=O)C(=O)NC2CCCC2)CC1,23.7,0.2,21.3,22.2,0.3,1.1,0.3,-10.5,27.6
CC(C)C(=O)Nc1nnc(Sc2ccc(N(C)C)cc2)s1,-7.2,-0.1,-13.9,-18.9,-0.8,0.6,0.4,3.2,-7.5
COc1cc(C(=O)N2CCC(c3nc(-c4cccnc4)no3)CC2)cc(OC)c1OC,-20.0,-1.8,12.2,11.2,1.7,-0.3,0.1,-1.1,8.5&-14.0
O=C(NCc1cccc(F)c1)c1ccc(N2C(=O)Cn3c(cc4sccc43)C2=O)cc1,11.6,4.9,10.2,5.3,1.0,0.1,0.6,-12.8,-37.6
O=C(CCC(=O)N1CCCc2ccccc21)N1CCN(S(=O)(=O)c2ccccc2)CC1,5.8,-2.6,-8.3,-2.0,1.0,0.2,0.2,10.8,-13.8
CCn1c(Oc2ccc(F)cc2)nc2c1c(=O)n(C)c(=O)n2C,17.8,4.0,-8.4,2.2,-0.2,2.3,-0.3,-15.2,8.3
Cc1ccc(CN2CCC(CO)(CC3CCCCO3)CC2)o1 (stereo not drawn),7.2,-10.2,-8.0,0.3,-0.8,-1.1,0.8,-4.8,-23.9

# Part of the list above, limited to zfTRPN1 agonist, NPY-Y1 antag and CHOP inh:
Molecule	zfTRPN1 agonist	NPY-Y1 antag	CHOP inh
O=C(O)CCc1ccc(-c2cccs2)n1NC(=O)c1ccccc1Br	0.6	2.4	-23.0
Nn1c(SCC(=O)Nc2ccc3c(c2)OCO3)nnc1-c1ccncc1	1.4	-5.4	-1.5
O=C(c1cc(-c2ccc3c(c2)OCO3)on1)N1CCN(c2ccc(F)cc2)CC1	-0.7	-0.7	25.0

# Continuation.
SMILES,CHOP inh,NPY-Y1 antag,NPY2 pot ag,NPY1 pot ag,zfTRPN1 agonist,S1P4 agonist,TRPML3 ag,S1P4 antag,EP2 modulator
CCOC(=O)c1c(NC(=O)/C=C/c2ccc3c(c2)OCO3)sc(C)c1CC,18.5,7.0,-10.2,-29.1,0.4,-1.6,1.3,3.4,28.9
Cc1ccc2c(=O)[nH]c(Nc3nc(C)cc(-c4ccccc4)n3)nc2c1,42.5,nt,0.4,-27.5,1.1,0.0,0.2,4.1,-32.8
O=C1CC(c2cccc(Cl)c2)c2cc3c(cc2N1)CCC3 (stereo not drawn),85.9*,3.4,-2.6,-9.6,3.6,0.9,-0.6,-3.9,38.9
O=C(c1cn(-c2ccccc2)nc1-c1cccc([N+](=O)[O-])c1)N1CCCCC1,31.4,-2.2,9.0,10.2,-1.6,1.1,0.0,-4.8,6.0
O=C(NCCCn1ccnc1)C(=O)NCc1ccccc1,-5.4,9.4,12.9,-4.5,0.3,-0.7,0.4,-20.7,6.4
Cc1ccc(-c2[nH]nc3c2C(c2ccoc2)C(C#N)=C(N)O3)cc1C (stereo not drawn),2.0,110.4*,-8.4,-15.7,-1.0,-2.2,0.1,-5.2,-66.0
O=C(NN1C(=O)c2ccc3c4c(ccc(c24)C1=O)CC3)c1ccc(Br)cc1,-13.6,-1.0,23.9,6.3,0.8,0.4,0.2,-8.7,-25.0
CC(=O)N1c2ccc(S(=O)(=O)CCC(=O)O)cc2CC1C (stereo not drawn),-10.3,1.8,-13.9,2.9,2.0,0.4,0.3,-15.3,10.0
COC(=O)c1ccccc1NC(=O)NCc1ccc2c(c1)OCO2,21.7,7.2,-6.3,-25.8,-0.2,-1.9,-0.1,-18.9,-10.7
CC(=O)N(CCCN(C)C)Cc1ccccn1,11.9,nt,6.6,14.0,2.0,20.2*,0.2,4.4,-15.4
O=C(Nc1cccc2nsnc12)C1CC(=O)N(c2ccccc2)C1 (stereo not drawn),16.1,4.1,5.3,4.4,1.2,0.1,0.9,-7.3,-18.4
CCN(CC)CCSc1nnc2c3cc(C)ccc3n(Cc3ccccc3)c2n1,-19.0,nt,-48.6,-30.0,-0.5,0.1,0.5,-9.1,-0.6
Cc1cc(C)nc(N(C#N)Cc2ccc([N+](=O)[O-])cc2)n1,-1.1,4.7,-4.0,-2.7,-0.3,0.6,0.7,-14.7,2.2
CC(Oc1ccccc1)C(=O)OCC(=O)NC(=O)NCc1ccco1 (stereo not drawn),-0.9,3.1,3.6,14.5,-0.3,0.4,-0.1,-7.0,-14.8
Cc1cccc(NC(=S)NCc2cccs2)c1C,21.0,-1.3,-16.4,-4.3,-1.5,1.6,-1.5,6.4,-0.3
O=C1COc2ccc(C(=O)COC(=O)CNC(=O)C3CCCCC3)cc2N1,2.0,-4.3,5.1,19.5,1.6,0.7,0.0,9.9,23.9
Cn1c(=O)n(C)c2cc(NC(=O)CCl)ccc21,-35.0,18.6,3.0,23.7,0.0,-0.7,0.9,-1.9,6.8
C=CCSc1n[nH]c(-c2ccc(OC)cc2)n1,-15.9,-5.1,1.4,6.8,0.1,-3.3,-0.8,-31.3,-7.7
O=C(c1ccco1)N1CCN(C(=O)C2CCN(S(=O)(=O)c3cccs3)CC2)CC1,-8.0,-0.3,7.2,11.1,1.2,0.7,1.4,-7.5,11.1
O=S(=O)(O)C1CCNCC1,-4.7&0.7,1.0,10.5,15.2,-0.2,2.5,1.8,-6.0,7.0&22.3
COc1ccc(C2/C(=C(\O)c3cc(C)ccc3C)C(=O)C(=O)N2CCN(C)C)cc1OC (stereo not drawn),32.1,6.6,7.5,-32.6,-0.7,1.1,-0.7,-10.0,34.9
CC(=O)NC1=NN(C(C)=O)C(C)(c2ccc(Cl)s2)S1 (stereo not drawn),15.7,-2.1,4.6,-3.5,0.6,-2.2,-0.5,3.5,8.1
Cc1cc(N2CCN(C)CC2)nc2ccc(NC(=S)NC3CC3)cc12,-6.8,1.4,-9.9,4.2,0.6,0.1,1.2,-13.8,-21.2
O=C(c1cc2ccccc2oc1=O)N(Cc1ccccc1)Cc1ccc2c(c1)OCO2,-0.9,0.4,2.8,15.6,-1.5,1.2,-0.4,-3.5,33.8
Cc1cc(N2CCCC2)nc2ccccc12,-0.2,7.6,-16.3,-13.8,0.6,-0.9,0.4,22.0,-34.8

# Additional results follow.
SMILES,CHOP inh,NPY-Y1 antag,NPY2 pot ag,NPY1 pot ag,zfTRPN1 agonist,S1P4 agonist,TRPML3 ag,S1P4 antag,EP2 modulator
CSC(=CC(=O)c1ccc(F)cc1)SC,6.4,nt,8.2,5.6,-2.0,-0.9,-0.2,8.8,-6.8
O=C(O)c1cccn2c(=O)c3ccccc3nc12,9.8,-0.7,15.6,-13.8,1.7,-0.4,1.3,-3.4,23.0
CCOC(Cn1c(-c2ccc(OC)cc2)nc2ccccc21)OCC,-21.0,2.5,-1.0,-9.1,-0.7,-2.0,0.1,0.5,8.9
CC(C)CCNC(=O)C(CC(C)C)N(Cc1ccc2c(c1)OCO2)C(=O)c1snc(C(N)=O)c1N (stereo not drawn),21.2,5.0,11.5,7.4,-2.5,0.8,-0.8,-22.2,25.4
Cn1c(N)c(C(=O)CSc2nnc(-c3ccccc3F)n2C2CC2)c(=O)n(C)c1=O,5.6,-5.0,1.7,4.3,2.0,2.1,0.5,-2.2,-22.1
CNC(=O)COC(=O)c1cc(-c2ccco2)nc2ccccc12,0.7,nt,-6.7,-2.3,2.9,-2.2,0.9,14.4,-9.9
COc1ccc(CNC(=O)c2cc(-c3ccco3)on2)cc1,18.3,2.6,-3.9,-34.1,-1.5,0.4,-0.2,-9.5,-38.3
Cc1ccccc1S(=O)(=O)Cc1ccc(C(=O)NCc2ccc(F)cc2)o1,21.0,0.9,1.6,-2.8,-0.2,-0.3,1.2,-23.0,-18.5
